ELG1 repair inh – inhibitors of ELG1-dependent DNA repair in HEK293T cells. AID 504467. Potency, µM (top dose mostly 46.1 µM), for the others: top-dose activity change, negative = inhibition, actives largely listed as inhibitors. HEK293T ELG1-luciferase reporter, luminescence, 16 h; DNA damage induced by 5-fluorouridine. actives 2.3% (n = 330,000); further: potency means the concentration at half of the fitted maximal effect; on the % scale 0 is the no-effect control and ±100 the full control effect; nearly all actives have a fitted effect of over 55% in size
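Quantitative HTS, concentration-response format. 2,000 cells/well co-treated with 5-fluorouridine and compound, 16 hr in 5% CO2 at 37 °C; ONE-Glo luminescence read after 30 min.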
Integrin act MD – activators of alpha7 integrin expression for muscular dystrophy; alpha7betagal myoblasts, beta-gal FDG fluorescence, 48 h; Potency, µM (top dose mostly 38.3 µM), for the others: at the highest dose activation, most hits filed as activators; actives 0.064% (n = 350,000);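 further: potency means the concentration at half of the fitted maximal effect; 100% = response of the positive control SU9516; nearly all actives have a fitted effect of over 60% in size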
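Alpha7betagal+/- myoblasts (passage 13) were plated 16-24 hr, then exposed to compounds (1:260 dilution of DMSO stock) for 48 hours at 37C. After MPER lysis, β-galactosidase reporter activity was read as FDG fluorescence (ex 480/em 540) after 30 minutes.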
CXXC DNA block – blocks binding of human MLL CXXC domain to DNA; MLL-CXXC / FITC-HOXA9 DNA fluorescence polarization; Potency, µM (doses to about 115 µM), without a hit: at the highest dose activity change, negative = inhibition, hits mostly inhibitors; Q03164; actives 0.037% (n = 290,000); active means well fitted inhibition curve with a large enough effect in the polarisation, with a control signal flat, not every such curve was filed as active; inconclusive means small, poorly fitted or top-dose-only effect, or effect the other way, or a change in a side signal; inactive means no such curve, though single readings can be large or run the other way; the % refers to the polarisation; further: potency means the concentration at half of the fitted maximal effect
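Purified MLL-CXXC (added from a 7 uM solution) was preincubated 5 min at ambient with pinned compounds in 50 mM Tris-HCl pH 7.5, 50 mM NaCl, 1 mM DTT, 0.05% BSA. Fluorescein-labeled HOX-A9 DNA (50 nM solution) followed, 30 min, then polarization read.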
TCR act – activates T cell receptor signaling; Potency, µM (top dose mostly 9.22 µM), inactives show at the top dose activation of IL-2 secretion, actives largely listed as activators; primary human leukocytes, anti-CD3, IL-2 HTRF, 48 h; 330,000 tested, under 10 active; further: % of control where 0% means no effect
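HTRF read-out of IL-2 secretion: europium cryptate donor excited at 320nm, d2 acceptor emission at 665nm. Cells were primary human leukocytes incubated 48 hr with compounds and a-CD3 beads, supplying TCR signal only.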
p53 reactivation – re-activators of mutant p53; H1299 p53-A138V BP100-luciferase reporter, luminescence, 24 h; Potency, µM (series often up to 92.2 µM), for the others: at the top dose activity change, positive = activation, hits mostly activators; actives 0.063% (n = 320,000); AID 504706; further: potency means the concentration at half of the fitted maximal effect; % of control where 0% means no effect; nearly all actives have a fitted effect of over 45% in size
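H1299 (p53-null), stable ts p53-A138V + BP100-Luc; 1000 cells/well, Opti-MEM/10% FBS; cpd 4 pt, 1:5; 24 h, 37 deg C, 5% CO2; detection reagent 10 min RT; luminescence.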
BRCA1 expr up – BRCA1 expression activation; MCF7-BRCA1-FFLuc reporter, luminescence, 48 h; response scale: scaled: vehicle 0%, 10 µM genistein 100%; Potency, µM (top dose mostly 46.1 µM), inactives show at the top dose activation, hits mostly activators; actives 1.1% (n = 380,000); further: potency means the concentration at half of the fitted maximal effect; nearly all actives have a fitted effect of over 80% in size; some results filed as inactive show a strong effect at the top dose
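48 h compound treatment of MCF7-BRCA1-FFLuc cells (phenol-red free MEM, 37 °C), then 15 min with luciferase substrate and luminescence imaging.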
B2AR arrestin – beta2AR (human) beta-arrestin recruitment activity; P07550; beta-arrestin recruitment to beta2AR, cell-based reporter; Potency, µM (top dose mostly 46.1 µM), for inactives: top-dose activation, actives largely listed as activators; actives 0.02% (n = 330,000); AID 492947;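 further: potency means the concentration at half of the fitted maximal effect; 0% = DMSO controls and full agonism = EC100 isoproterenol or metaproterenol; nearly all actives have a fitted effect of over 65% in size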
Target sequence (P07550 whole entry, looked up): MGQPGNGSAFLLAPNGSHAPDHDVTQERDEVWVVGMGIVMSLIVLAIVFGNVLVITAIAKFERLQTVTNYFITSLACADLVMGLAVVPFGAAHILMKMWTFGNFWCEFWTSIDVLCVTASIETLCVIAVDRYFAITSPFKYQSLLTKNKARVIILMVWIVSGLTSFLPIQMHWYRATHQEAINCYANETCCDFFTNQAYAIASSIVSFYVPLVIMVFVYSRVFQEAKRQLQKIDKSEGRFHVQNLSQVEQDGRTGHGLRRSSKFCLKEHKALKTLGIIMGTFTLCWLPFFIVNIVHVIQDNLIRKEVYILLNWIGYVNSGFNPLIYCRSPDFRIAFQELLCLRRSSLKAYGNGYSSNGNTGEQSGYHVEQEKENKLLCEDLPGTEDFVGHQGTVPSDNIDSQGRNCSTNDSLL
A-T KAP1 phos – potential ataxia-telangiectasia treatment. Potency, µM (doses to about 57.5 µM), for the others: top-dose activation, most hits filed as activators. […] A-T fibroblasts, KAP-1 phosphorylation AlphaLISA; neocarzinostatin DNA damage 30 min before lysis. AID 485349. actives 0.19% (n = 320,000); further: potency means the concentration at half of the fitted maximal effect; % of control where 0% means no effect; nearly all actives have a fitted effect of over 45% in size
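ATM-like activity read as KAP-1 phosphorylation via AlphaLISA donor/acceptor antibody pairs after lysis and 6 hr at 25C. Cells were ATM-null patient fibroblasts ([…], hTERT), dosed 60 min, then exposed to the DSB inducer NCS for 30 min.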
TRPV1 ag – human TRPV1 agonism; TRPV1-expressing cells, Fluo-8 calcium influx, agonist mode; activation, % at 8.33 µM; actives 0.19% (n = 320,000); in the data active means activation above about 80%; inconclusive means between about 30% and that limit; further: 0% is about no effect
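Fluo-8 calcium influx in TRPV1-expressing cells, kinetic read (ex 480/em 520 nm). Compound added and read 3 min for agonist activity, followed by capsaicin at EC20 final and 2 min further read for enhancement.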
TSG101-PTAP inh – blocks PTAP/TSG101 interaction to inhibit HIV-1 budding | Fluorescence polarization, FITC-PTAP peptide / Tsg101 binding | Potency, µM (top dose mostly 115 µM), for the others: top-dose activity change, negative = inhibition, usual class: inhibitors | 340,000 tested, under 10 active; active means well fitted inhibition curve with a large enough effect in the main read-out, with a control signal flat, not every such curve was filed as active; inconclusive means small, poorly fitted or top-dose-only effect, or effect the other way, or a change in a side signal; inactive means no such curve, though single readings can be large or run the other way; further: potency means the concentration at half of the fitted maximal effect; % of control where 0% means no effect
Target sequence (Q99816 whole entry, looked up): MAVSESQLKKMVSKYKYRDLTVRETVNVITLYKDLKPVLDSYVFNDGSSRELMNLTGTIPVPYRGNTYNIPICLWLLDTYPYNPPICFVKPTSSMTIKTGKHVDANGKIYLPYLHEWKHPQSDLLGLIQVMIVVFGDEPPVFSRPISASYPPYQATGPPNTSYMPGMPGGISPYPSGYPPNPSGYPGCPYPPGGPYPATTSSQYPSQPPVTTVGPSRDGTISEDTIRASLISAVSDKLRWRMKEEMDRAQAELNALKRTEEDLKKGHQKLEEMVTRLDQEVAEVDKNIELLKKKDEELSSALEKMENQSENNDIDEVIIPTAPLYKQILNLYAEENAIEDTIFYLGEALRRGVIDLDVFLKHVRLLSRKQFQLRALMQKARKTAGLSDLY
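FP read-out: FITC-PTAP peptide, 50 nM final, binding Tsg101 binding domain, 10 uM final; 20 min, r.t.; 10 mM HEPES pH 7.5, 0.15 M NaCl, 0.01% Tween 20, 3 mM EDTA, 0.1 mM TCEP.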
Active calls of the source: *; ? = inconclusive; · = not tested or not shown; [ ] = another dose, or the depositor's remark. Unless noted, the call rests on the fitted dose curve; in most records, active means well fitted curve in the direction sought with a large enough effect; inconclusive means small, poorly fitted or top-dose-only effect, or another doubt; inactive means no such curve, though single readings can be large; an effect the other way counts as inactive or inconclusive.

A first look:
SMILES,ELG1 repair inh,Integrin act MD,CXXC DNA block,TCR act,p53 reactivation,BRCA1 expr up,B2AR arrestin,A-T KAP1 phos,TRPV1 ag,TSG101-PTAP inh
Cc1ccc(C2C=C(c3ccc4c(c3)OCO4)Nc3ncnn32)cc1 (configuration not stated),-2%,-8%,0%,-5%,-1%,-36%,-0.6%,4%,?,-2%
O=C(O)C1C(C(=O)O)C1(c1ccccc1)c1ccccc1 (configuration not stated),0%,-11%,-18%,2%,-2%,-3%,-0.4%,-2%,-5,0%
COc1ccc(-c2coc3cc(O[C@@H]4O[C@H](CO)[C@@H](O)[C@H](O)[C@H]4O)c(OC)cc3c2=O)cc1,?,31%,·,5%,?,11µM*,0.1%,-3%,·,1%
COc1cccc(-c2nnn(CC(C)=O)n2)c1,?,19%,20%,1%[46.1 µM],?,?,0.0%,·,-2,-7%
Cc1ccc(C(=O)CCC(=O)O)cc1,0%,·,?,·,-2%,·,0.0%,-4%,1,·
CC1=NNC(=O)C1CCC(=O)N/N=C(\C)c1ccccc1 (configuration not stated),?,2%,4%,-3%,-4%,-11%,-0.2%,-1%,1,-10%
Cc1cc2oc(=O)cc(CN3CCOCC3)c2cc1C(C)C,-11%,2%,-1%,4%,-7%,-9%,-1.2%,-4%,?,0%

The whole of this part (from the top)
SMILES,ELG1 repair inh,Integrin act MD,CXXC DNA block,TCR act,p53 reactivation,BRCA1 expr up,B2AR arrestin,A-T KAP1 phos,TRPV1 ag,TSG101-PTAP inh
Cc1ccc(C2C=C(c3ccc4c(c3)OCO4)Nc3ncnn32)cc1 (configuration not stated),-2%,-8%,0%,-5%,-1%,-36%,-0.6%,4%,?,-2%
O=C(O)C1C(C(=O)O)C1(c1ccccc1)c1ccccc1 (configuration not stated),0%,-11%,-18%,2%,-2%,-3%,-0.4%,-2%,-5,0%
COc1ccc(-c2coc3cc(O[C@@H]4O[C@H](CO)[C@@H](O)[C@H](O)[C@H]4O)c(OC)cc3c2=O)cc1,?,31%,·,5%,?,11µM*,0.1%,-3%,·,1%
COc1cccc(-c2nnn(CC(C)=O)n2)c1,?,19%,20%,1%[46.1 µM],?,?,0.0%,·,-2,-7%
Cc1ccc(C(=O)CCC(=O)O)cc1,0%,·,?,·,-2%,·,0.0%,-4%,1,·
CC1=NNC(=O)C1CCC(=O)N/N=C(\C)c1ccccc1 (configuration not stated),?,2%,4%,-3%,-4%,-11%,-0.2%,-1%,1,-10%
Cc1cc2oc(=O)cc(CN3CCOCC3)c2cc1C(C)C,-11%,2%,-1%,4%,-7%,-9%,-1.2%,-4%,?,0%
O=C(CSc1nc2ccccc2o1)N/N=C/c1ccc(O)c(O)c1,?,-22%,7%,-3%,?,2%,-0.9%,8%,?,0%
CCN(CC)CCCNC(=O)Cn1cnc2sc(C)c(S(=O)(=O)N3CCN(c4ncccn4)CC3)c2c1=O,4%,17%,-5%,-7%,-2%,6%,0.1%,-2%,-4,-4%
Nc1nc(CN2CCCCCC2)nc(Nc2ccccc2)n1,4%,-12%,-7%,-1%,7%,9%,0.1%,3%,7,0%

SMILES,ELG1 repair inh,Integrin act MD,CXXC DNA block,TCR act,p53 reactivation,BRCA1 expr up,B2AR arrestin,A-T KAP1 phos,TRPV1 ag,TSG101-PTAP inh
COc1ccc(/C=C2\SC(=S)N(CCCC(=O)Nc3ccccn3)C2=O)cc1OC,16µM*,-28%,?,5%[46.1 µM],4%,-56%,-1.0%,3%,1,?
CS(=O)Cc1cc(Oc2ccccc2)nc(-c2ccncc2)n1 (configuration not stated),3%,-19%,0%,0%,0%,6%,0.5%,4%,2,-9%
O=C(NCc1ccncc1)C(=O)NCC1OCCN1S(=O)(=O)c1ccc(Br)cc1 (configuration not stated),0%,20%,11%,-3%,-4%,-10%,-0.1%,-5%,?,-4%
COCCN(C(=O)CN1CCc2ccccc2C1)c1c(N)n(Cc2ccccc2)c(=O)[nH]c1=O,1%,-13%,-5%,5%,-8%,2%,0.3%,4%,-1,0%
CCCCc1ccc(/C(C)=N/NC(=O)C2CCCC2)cc1,13%,10%,2%,-6%,-4%,8%,0.4%,6%,17,2%
Cc1c(NC(=O)c2noc(C(C)C)c2[N+](=O)[O-])c(=O)n(-c2ccccc2)n1C,11%,-11%,5%,0%,0%,0%,0.1%,4%,1,0%
CC(C)c1ccc(OCC(=O)NC(Cc2c[nH]c3ccccc23)C(=O)O)cc1 (configuration not stated),1%,15%,-8%,4%,9%,14%,-1.0%,-2%,2,-1%
O=c1oc2ccccc2c(NCCc2ccccc2)c1[N+](=O)[O-],-24%,6%,10%,-5%[46.1 µM],-6%,-24%,0.5%,4%,26,-2%
O=C(c1ccccc1)[C@H]1[C@H](c2ccccc2)[C@@]2(N=C(c3ccccc3)OC2=O)C2c3ccccc3C=NN21 (some centres not stated),?,·,-6%,·,10%,·,3.2%,9%,-3,·
O=C(NNC(=O)c1ccc(-c2ccccc2)cc1)Nc1ccccc1,·,-8%,·,2%,·,1%,·,·,·,0%

SMILES,ELG1 repair inh,Integrin act MD,CXXC DNA block,TCR act,p53 reactivation,BRCA1 expr up,B2AR arrestin,A-T KAP1 phos,TRPV1 ag,TSG101-PTAP inh
CCn1ccnc1CN(C)C(=O)c1cc(COc2ccc(Cl)cc2OC)on1,25%,-2%,-12%,2%,-30%,?,-0.7%,0%,3,-7%
COc1ccc(/C=N/N(c2ccccc2)c2ccccc2)cc1O,19%,-36%,3%,2%,-3%,2%,-0.1%,24%,3,-4%
Cc1cccc(-c2noc(CN(C(=O)c3c(-c4ccccc4Cl)noc3C)C(C)C)n2)c1,21µM*,0%,5%,1%,5%,0%,0.1%,5%,·,-5%
COc1ccc(/C=C/C(=O)Nc2nnc(C(C)C)s2)cc1OC,?,29%,-5%,-1%,0%,-10%,0.8%,-5%,-1,-4%
COc1ccc(NC(=O)CCN2CCN(C/C=C/c3ccccc3)CC2)cc1,-20%,2%,-7%,1%,8%,-5%,-0.6%,-2%,1,-1%
CC(C)c1c(O)nc(SCC(=O)N2CCCCC2)[nH]c1=O,-11%,2%,5%,-5%,0%,8%,0.2%,-3%,-3,-1%
Cc1ccc(C)c2[nH]c(=O)c(CCNS(=O)(=O)c3ccccc3)cc12,?,7%,0%,-12%,-3%,16%,-0.3%,0%,1,-1%
CN(CC(=O)O)S(=O)(=O)c1ccc2oc3ccccc3c2c1,-1%,16%,-4%,5%,·,12%,-0.6%,4%,2,-3%
O=C(O)c1cccc(NC(CNS(=O)(=O)c2ccc(Cl)cc2)c2ccccc2)c1 (configuration not stated),20%,-21%,12%,-2%,-2%,1%,0.1%,-9%,7,-1%
O=C(Nc1ccccc1Cl)C1C(c2ccccc2)C1(Cl)Cl (configuration not stated),-5%,-7%,-2%,·,?,-23%,0.1%,·,?,0%

SMILES,ELG1 repair inh,Integrin act MD,CXXC DNA block,TCR act,p53 reactivation,BRCA1 expr up,B2AR arrestin,A-T KAP1 phos,TRPV1 ag,TSG101-PTAP inh
Oc1c(N=NC(=S)Nc2ccccc2F)c2ccccc2n1Cc1ccccc1,8.2µM*,-4%,-4%,2%,1%,-49%,-0.4%,-4%,-7,-5%
Fc1ccc(N2CN(Cc3cccnc3)CNC2=S)cc1,-2%,2%,7%,-4%,-2%,-5%,-0.3%,6%,0,0%
C/C(=N\NC(=O)Cn1ccc(C(F)(F)F)n1)c1ccc(N2CCOCC2)cc1,18%,-22%,-14%,-7%,-1%,0%,0.0%,-4%,4,-3%
COc1cc(NC(=O)Cc2ccc(F)cc2)cc(OC)c1OC,?,-8%,5%,0%,1%,-35%,-1.1%,4%,18,-2%
COc1ccccc1NC(=O)c1ccc(-n2ccnc2)c([N+](=O)[O-])c1,?,0%,-2%,-6%,-5%,-37%,-1.0%,3%,10,-4%
O=C(CSc1ccccc1C(=O)O)c1ccccc1,?,21%,-1%,3%,?,66%,0.2%,2%,3,0%
CCOc1ccc(N(CC)C(=O)COc2cc(=O)n(C)c3ccccc23)cc1,-8%,0%,-9%,-3%,-5%,-41%,0.4%,4%,2,-2%
COC(=O)c1cc(NC(=O)c2cccc(C(F)(F)F)c2)c(=O)oc1C,0%,1%,4%,-1%,1%,-17%,13%,0%,8,-2%
Cc1ccc(C(C)C)c(OCC(=O)N2CCN(c3ncccn3)CC2)c1,10%,-2%,·,-3%,-3%,-6%,0.0%,3%,4,-2%
Cc1nc2scc(-c3cccs3)c2c(=O)n1-n1cccc1,10%,-20%,-3%,0%,14%,0%,-0.1%,-6%,2,-9%
COc1ccc(C2CC(c3ccccc3)=NN2C(=O)COC(=O)c2ccc(Cl)nc2)cc1 (configuration not stated),-6%,15%,18%,-7%[46.1 µM],-2%,30%,3.8%,0%,-1,-5%
COc1ccc(-c2csc3ncnc(N4CCN(c5cccc(Cl)c5)CC4)c23)cc1,?,10%,0%,2%,-14%,-79%,-0.5%,3%,-5,0%

Bioassay records (PubChem)
